# High-throughput results as filed in PubChem BioAssay.
# CCT chaperon mod: modulators of cytosolic chaperonin (CCT/TRiC) activity; purified chaperonin ATPase assay, HTRF ADP detection, 30 min; activity change, % (concentration not given with the values), hits read low; actives 0.3% (n = 360,000); in the data active = activity change below about -30%; also: % is scaled to controls: 0 for no effect and ±100 for the full control effect
#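 TRiC (40 or 20 nM final, by batch activity) in 30 mM Tris pH 7.4, 100 mM KCl, 5 mM MgCl2, 1 mM DTT was treated with compound at 76 uM single dose, then 10 uM ATP, 30 min at 37 °C. ADP was read by HTRF Transcreener.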
# A549 viability: counter-screen for Nrf2 inhibitors: cytotoxicity in A549 cells | A549 ARE-Fluc cells, CellTiter-Fluor viability, 18-24 h | Potency, µM (titrated, usually from 46 µM), for inactives: at the top dose activity change, negative = cytotoxicity, hits mostly inhibitors | actives 0.16% (n = 390,000) | AID 504648; also: potency is read from the fitted curve at half-maximal effect; % is scaled to controls: 0 for no effect and ±100 for the full control effect
#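 Cytotoxicity counterscreen: CellTiter-Fluor fluorescence was measured in A549 ARE_Fluc cells after 18-24 h of compound exposure in a concentration series. The subsequent BugLite luminescent read reports ARE-luciferase activity.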
# Nrf2 ARE act: Nrf2 pathway activation; AREc32 ARE-luciferase reporter (MCF7-derived line), luminescence, 24 h; Potency, µM (highest dose often 46.1 µM), for inactives: at the highest dose activation, hits mostly activators; actives 0.31% (n = 410,000); AID 624171; also: potency is read from the fitted curve at half-maximal effect; % of control where 0% means no effect; nearly all actives have a fitted effect of over 65% in size
#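 AREc32 cells carrying an ARE-driven firefly luciferase, 1000 cells/well in OPTI-MEM with 5% FBS, dosed after overnight attachment and incubated 24 hr at 37 deg C. Steady-Glo luminescence read after 30 min at RT.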
# Nrf2 block: blocks Nrf2 signaling | A549 ARE-Fluc reporter, luciferase luminescence, 18-24 h | Potency, µM (series often up to 46 µM), for the others: top-dose activity change, negative = inhibition, actives largely listed as inhibitors | actives 2.1% (n = 360,000) | AID 504444; also: potency is read from the fitted curve at half-maximal effect; % is scaled to controls: 0 for no effect and ±100 for the full control effect; nearly all actives have a fitted effect of over 60% in size
#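 Reporter: ARE-Fluc in A549. Exposure: 18-24 h, 37 °C, 5% CO2, 5% FBS OPTI-MEM. Readouts: fluorescent cytotoxicity (CellTiter-Fluor), then luminescent Nrf2 signal after BugLite.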
# pAkt inh: Akt phosphorylation inhibition. actives 0.32% (n = 360,000). AID 651550. Neuro2A IGF-stimulated pAkt S473 HTRF, 20 min; stronger effect = lower value. activity change, % for hits at 50 µM; in the data active = activity change below about -80%; inconclusive = mostly about -51% to -80%; also: % is scaled to controls: 0 for no effect and ±100 for the full control effect
#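 Neuro2A cells in DMEM with 0.5% FBS, overnight at 37 deg C, given compound at single 50 µM final, then IGF (6 nM final) for 20 min at 37 deg C. Lysed; phospho-Akt Ser473 by HTRF after 24 h, 665/615 ratio.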
# TGFb inhibitor: inhibitors of TGF-b signaling. HepG2 CAGA-GFP TGF-b/SMAD3 reporter, GFP fluorescence, 18 h; TGF-beta stimulated, 500 pg/mL final. Potency, µM (top dose mostly 46.1 µM), without a hit: at the top dose activity, negative = inhibition, usual class: inhibitors. actives 1.2% (n = 410,000); also: potency is read from the fitted curve at half-maximal effect; % is scaled to controls: 0 for no effect and ±100 for the full control effect; nearly all actives have a fitted effect of over 65% in size
#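 HEPG2 CAGA-GFP reporter cells (1000/well, DMEM with 1% FBS) received compounds, then recombinant TGF-beta at 500 pg/mL final for 18 hours at 37 degrees C. Per-cell GFP summed per well was normalised to unstimulated and stimulated DMSO controls before curve fitting.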
# EPAC2 agonist: activates human EPAC2 exchange factor; Q8WZA2; EPAC2 activation, biochemical qHTS; response scale: 100% = 6.5 mM cAMP response; Potency, µM (doses to about 154 µM), without a hit: at the top dose activation, usual class: activators; actives 0.079% (n = 360,000); AID 720711; also: potency is read from the fitted curve at half-maximal effect; nearly all actives have a fitted effect of over 50% in size
# Target sequence (Q8WZA2 whole entry, looked up): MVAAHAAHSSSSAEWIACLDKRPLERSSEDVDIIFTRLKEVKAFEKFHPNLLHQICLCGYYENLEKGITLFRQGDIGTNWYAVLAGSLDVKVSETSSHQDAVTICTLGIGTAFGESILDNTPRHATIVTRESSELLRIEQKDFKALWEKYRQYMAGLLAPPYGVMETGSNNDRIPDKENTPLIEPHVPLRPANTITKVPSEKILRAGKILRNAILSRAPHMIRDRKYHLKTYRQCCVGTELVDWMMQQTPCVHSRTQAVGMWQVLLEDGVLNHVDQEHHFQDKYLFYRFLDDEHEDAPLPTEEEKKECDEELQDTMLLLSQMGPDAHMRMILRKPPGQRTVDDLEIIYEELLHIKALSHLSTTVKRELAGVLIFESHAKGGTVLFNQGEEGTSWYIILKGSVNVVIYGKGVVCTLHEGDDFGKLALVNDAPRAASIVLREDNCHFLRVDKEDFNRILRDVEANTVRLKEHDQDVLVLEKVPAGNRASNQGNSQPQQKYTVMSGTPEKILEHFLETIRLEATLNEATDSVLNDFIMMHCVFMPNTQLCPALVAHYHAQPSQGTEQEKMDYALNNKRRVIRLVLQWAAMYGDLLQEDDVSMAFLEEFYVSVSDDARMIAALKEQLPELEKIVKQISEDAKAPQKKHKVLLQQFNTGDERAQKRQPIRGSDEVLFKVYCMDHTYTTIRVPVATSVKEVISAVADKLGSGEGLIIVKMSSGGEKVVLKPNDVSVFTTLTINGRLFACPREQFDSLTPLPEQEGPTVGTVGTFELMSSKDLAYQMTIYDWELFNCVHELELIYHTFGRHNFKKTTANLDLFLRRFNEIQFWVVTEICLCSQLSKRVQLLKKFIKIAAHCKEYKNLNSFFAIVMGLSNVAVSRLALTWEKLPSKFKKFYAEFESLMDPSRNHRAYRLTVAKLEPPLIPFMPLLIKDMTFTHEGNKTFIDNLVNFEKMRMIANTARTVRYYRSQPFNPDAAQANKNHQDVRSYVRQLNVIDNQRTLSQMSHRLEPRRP
#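 Fluorescence exchange assay: 100 nM EPAC2 with 250 nM RAP1B-BODIPY-GDP and 50 uM GDP; compounds tested as a concentration-titration series (qHTS). Loss of Rap1-bound BODIPY-GDP fluorescence read at 480/540 nm; data normalized to 6.5 mM cAMP.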
# EPAC2 antagonist: EPAC2 (human) antagonism; Q8WZA2; EPAC2 GEF exchange of Rap1B-BODIPY-GDP, fluorescence; Potency, µM (doses to about 114 µM), for inactives: at the highest dose activity, negative = inhibition, hits mostly inhibitors; actives 0.18% (n = 360,000); AID 720708; also: potency is read from the fitted curve at half-maximal effect; % is scaled to controls: 0 for no effect and ±100 for the full control effect; nearly all actives have a fitted effect of over 45% in size; many of its hits are not listed in these tables
# MmCpn inh: M. maripaludis TRiC chaperonin inhibition. actives 0.031% (n = 330,000). purified Mm-Cpn ATPase, ADP Transcreener TR-FRET. Potency, µM (series often up to 76.9 µM), inactives show top-dose activity, negative = inhibition, actives largely listed as inhibitors; also: potency is read from the fitted curve at half-maximal effect; % is scaled to controls: 0 for no effect and ±100 for the full control effect; nearly all actives have a fitted effect of over 80% in size
#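 25 nM Mm-CPN + cpd, 10 min 37°C; + 10 uM ATP, 30 min 37°C; buffer 30 mM Tris pH 7.4, 100 mM KCl, 5 mM MgCl2, 1 mM DTT; Transcreener ADP HTRF detection 30 min RT.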
# An asterisk follows results filed as active; i = inactive; ? = inconclusive; nt = not tested or not shown; [ ] = dose if it differs, or a comment. Unless noted, calls follow the shape of the dose curve; as a rule, active = well fitted curve in the direction sought with a large enough effect; inconclusive = small, poorly fitted or top-dose-only effect, or another doubt; inactive = no such curve, though single readings can be large; an effect the other way counts as inactive or inconclusive.
SMILES,CCT chaperon mod,A549 viability,Nrf2 ARE act,Nrf2 block,pAkt inh,TGFb inhibitor,EPAC2 agonist,EPAC2 antagonist,MmCpn inh
CNc1cncc(-c2ccoc2)n1,-1.2,nt,9.2%,nt,i,9%,11%,2%,nt
Cc1cc(-n2c(SCC(=O)NCCC3=CCCCC3)nc3n[nH]c(C)c3c2=N)ccc1Cl,-2.8,-12%,-1.3%,?,i,?,2%,-4%,1%
c1cc2c(cc1-c1[nH]ncc1CN1CC3C[C@@H]4CC1C[C@H](C3)C4)OCO2,-0.1,0%,0.1%,5%,i,2%,0%,2%,3%
O=C(CCC(=O)NNC(=S)Nc1ccccc1)NCc1ccccc1,-1.0,11%,-0.4%,10%,i,0%,8%,3%,nt
Cc1c(C(=O)NCc2ccc3c(c2)OCO3)oc2ccc(S(=O)(=O)N3CCC(C)CC3)cc12,0.4,2%,-0.7%,?,i,-2%,7%,-2%,-2%
CCOc1cc2[nH]c(=O)n(CCCCC(=O)NC3CCCCCC3)c(=O)c2cc1OCC,-0.2,8%,5.2%,5%,i,-22%,-5%,-2%,-1%
Cc1ccc(-c2ccc(/C=N/NC(=O)Cc3nnc(N)s3)o2)cc1Cl,-0.4,-2%,2.7%,23%,i,4%,4%,14%,-3%
Cc1c(CC(=O)O)c(=O)oc2c(C)c(OCc3ccc(F)cc3Cl)ccc12,-0.9,-4%,0.0%,-5%,i,0%,14%,5%,-3%
CCCCNC(=O)c1c(O)c2cccc3c2n(c1=O)CCC3,-0.1,-2%,-0.2%,-8%,nt,18%,-84%[inhibitor][15.6 µM],6%,-11%
COc1ccc(C(NC(=O)CNC(C)=O)C(=O)Nc2ccc3c(c2)OCCO3)cc1 (stereo not given),0.9,5%,0.0%,nt,i,9%,-1%,20%,1%
c1ccc(OCc2nc3ccccc3s2)cc1,0.6,0%,10%,?,i,-19%,-4%,13%,-1%
CCN(C(=O)CSc1nc(-c2ccccc2)no1)c1ccccc1,nt,-7%,6.9%,?,nt,?,nt,nt,nt
COc1ccc(OCCn2c(N)nc3ccccc32)cc1,-6.1,7%,2.7%,-10%,i,32%[activator],2%,3%,-1%
O=c1c2ccccc2sn1-c1cccc(Cl)c1,-0.9,nt,?,nt,i,?,14%,-18%,nt
O=C(N[C@@H](Cc1ccccc1)C(=O)OCc1ccccc1)c1nc[nH]c1C(=O)N[C@@H](Cc1ccccc1)C(=O)OCc1ccccc1,0.5,-10%,2.6%,-15%,i,-19%,3%,16%,3%
COc1cccc(-c2nn(-c3ccc(F)cc3)cc2C(=O)NCC2CCCO2)c1 (stereo not given),-0.4,-11%,0.0%,-1%,i,?,9%,1%,0%
NNC(=O)c1cc2nc(-c3cccs3)cc(C(F)(F)F)n2n1,1.8,-5%,3.3%,?,i,-10%,-16%,-1%[57.1 µM],-5%
CC(C)COC(=O)CNc1n[nH]c(=S)[nH]c1=O,-3.2,0%,-0.4%,9%,i,2%,10%,3%,?
O=C(CN1C(=O)NC(Cc2c[nH]c3ccccc23)C1=O)NCCc1ccc(F)cc1 (stereo not given),-0.6,-1%,0.1%,-10%,i,7%,9%,16%,0%
COc1ccc(OC)c(C(=O)NC(CC(N)=O)c2ccc(N3CCN(c4ccccn4)CC3)c([N+](=O)[O-])c2)c1 (stereo not given),0.0,-1%,0.2%,?,i,-6%,6%,7%,1%
COc1ccc([N+](=O)[O-])cc1NCc1ccccc1,0.0,9%,8.8%,?,i,8%,13%,-9%,1%
O=C(NCc1ccc2c(c1)OCO2)c1cc(-c2ccccc2)on1,-0.1,1%,0.4%,6%,i,9%,16%,-1%,0%
CCCC(C)C(=O)Nc1ccc(S(=O)(=O)Nc2nccc(C)n2)cc1 (stereo not given),-1.5,1%,0.0%,-12%,i,24%,2%,2%,-1%
COc1ccc(NC(=O)c2ccc(N3CCOCC3)nc2)cc1,0.2,0%,-0.1%,-18%,i,1%,10%,-5%,-9%
CC(C)(C)NC(=O)C1CCN(C(=O)c2ccc(Br)cc2)CC1,-1.9,-3%,0.1%,9%,i,-5%,6%,3%,0%

# Next section:
SMILES,CCT chaperon mod,A549 viability,Nrf2 ARE act,Nrf2 block,pAkt inh,TGFb inhibitor,EPAC2 agonist,EPAC2 antagonist,MmCpn inh
CCCc1nnc(NC(=O)CCC(=O)NC2CCCCCC2)s1,-0.1,0%,0.2%,3%,i,-4%,11%,8%,4%
CC(C)C[C@H](NC(=O)OC(C)(C)C)C(=O)NCC1CCC(C(=O)N[C@@H](Cc2ccccc2)C(=O)O)CC1 (stereo not given in full),-0.6,1%,0.4%,2%,i,-9%,4%,2%,2%
CCn1c(SCC(=O)Nc2cc(C)on2)nc2c1c(=O)n(C)c(=O)n2C,0.4,-13%[1.84 µM],-0.1%,9%,i,3%,-2%,2%,-1%
COC(=O)C1=C(C(=O)OC)[C@@H]2N(C)c3ccccc3[C@@]23C[C@@H](C(=O)OC)N(C(C)=O)C3=N1,-3.2,12%,-0.9%,5%,i,?,13%,0%,-1%
Cc1cc(/C=N/NC(=O)C(O)(c2ccccc2)c2ccccc2)c(C)n1-c1ccc(C(=O)O)cc1,-3.7,3%,0.8%,-4%,i,-1%,4%,6%,1%
COc1cccc(-c2nnc(SCC(=O)N3CCCC3=O)n2-c2ccccc2)c1,0.0,-5%,0.6%,2%,i,1%,2%,6%,-5%
CN1CCN(S(=O)(=O)c2cccc(S(=O)(=O)c3cccc(S(=O)(=O)N4CCN(C)CC4)c3)c2)CC1,-2.1,4%,0.3%,6%,i,1%,-5%,9%[57.1 µM],1%
Cc1cc(=O)n(Cc2cccc(F)c2)c2c1c(C)nn2-c1cccc(F)c1,nt,12%,0.3%,?,nt,18%,nt,nt,nt
NC(=S)N/N=C\c1c(OCc2ccccc2Cl)ccc2ccccc12,0.1,1%,4.3%,?,i,6.3µM*,5%,-27%,-4%
O=C(CCS(=O)(=O)c1cccs1)N1CCN(c2ccc(F)cc2)CC1,-1.9,0%,-0.2%,17%,i,-15%,-5%,6%,3%
COc1ccc(S(=O)(=O)N(C)C[C@@H]2OCCCC[C@H](C)Oc3ccc(NC(=O)Nc4ccc(C(F)(F)F)cc4)cc3C(=O)N([C@H](C)CO)C[C@H]2C)cc1,-1.5,nt,-0.7%,nt,i,0%,-13%,5%,nt
CCOc1ccccc1C(=O)N1CCC(n2nnc3cc(C(F)(F)F)ccc32)CC1,-0.5,-6%,0.1%,?,i,2%,-7%,-11%,-1%
O=C(NCc1cccc(Br)c1)C1CC(c2ccc(C(F)(F)F)cc2)=NO1 (stereo not given),1.3,6%,1.0%,2%,i,-29%,-5%,-15%,nt
COc1ccc(CC(=O)N2CCC(n3nccc3NC(=O)C3CC3)CC2)cc1,-3.5,-2%,-0.3%,2%,i,-13%,1%,-7%,-4%
COc1ccc2c(c1OC)C(=O)N(c1cccc(C)c1)C2,-0.1,?,-0.5%,?,i,-14%,-7%,0%,2%
C=CC[C@@H](Cc1ccc(F)cc1)C(=O)OC[C@H]1CCCN1C(=O)[C@@H](CC=C)CC(=O)N[C@@H](CO)Cc1ccccc1,1.5,-22%,-1.8%,?,i,?,5%,-13%,1%
CN(Cc1ccccc1)C(=O)COC(=O)c1cncc(Br)c1,-1.6,-2%,0.3%,1%,i,21%,9%,0%,1%
COc1cccc(CNc2ccc3[nH]c(=O)[nH]c3c2)c1OCc1ccccc1Cl,-1.5,2%,17%,-11%,i,-21%,15%,-18%,-4%
Cc1cccc(C)c1OCc1cc(C(=O)N2CCN(c3ccccn3)CC2)no1,2.1,0%,2.4%,?,i,-9%,7%,-11%,1%
Cc1nc(SCc2ccc(O)c([N+](=O)[O-])c2)c([N+](=O)[O-])[nH]1,0.5,6%,-1.9%,-30%,i,5%,12%,-8%,4%
O=C(NC(=S)NC1CCCCCCCCCCC1)c1cccnc1,-1.6,6%,-0.3%,nt,i,21%,-13%,-9%,2%
C[C@H]1CN([C@@H](C)CO)C(=O)CCCn2cc(nn2)CO[C@@H]1CN(C)S(=O)(=O)c1cccc(F)c1,-7.1,nt,-0.9%,nt,i,3%,6%,-6%,nt
O=c1oc(CCCO)cc2ccc(/C=C/c3cccc([N+](=O)[O-])c3)cc12,-0.3,2%,7.8%,?,i,-19%,7%,3%,2%
O=C(COC(=O)c1ccc([N+](=O)[O-])cc1)NC12CC3CC(CC(C3)C1)C2,-0.5,0%,-0.6%,6%,i,7%,-4%,-7%,0%
CCC(=O)Nc1ccc(C(=O)NNC(=O)C2CCCCC2)cc1,-0.2,-2%,-0.5%,17%,i,-25%,5%,6%,1%
CCN(CC)C(=S)SCC(=O)c1ccc(Br)cc1,-1.8,-2%,3.3%,1%,i,-4%,7%,-1%,-2%
CC1=Nc2cc(C(=O)NC3CCC(C)CC3)ccc2Sc2c(C)ccc(C)c21 (stereo not given),nt,-15%,-0.1%,?,nt,?,nt,nt,nt
CN(C)S(=O)(=O)c1cccc(NC(=O)c2sccc2-c2ccccc2)c1,-2.2,1%,0.0%,-8%,i,-4%,6%,1%,1%
CCOC(=O)Nc1ccc2c(c1)N(C(=O)CN(C)C)c1ccccc1S2,1.2,nt,0.3%,nt,i,4%,4%,9%,nt

# This is a subset; the hit share may differ from the screen's.
